CHO-K1 Ca antag: counter-screen for M1 antagonists: effect in parental CHO-K1 cells. 0.6% of 360,000 active. inhibition, % at 3 µM. ATP-induced calcium, Fluo-8 fluorescence. AID 602250;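 active means inhibition above a per-plate cutoff, the plate's mean sample inhibition plus 3 SD, cut at about 24% in these data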;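 further: 0% = DMSO plus EC80 ATP and 100% = DMSO alone without ATP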
M4 antag: CHRM4 antagonism in calcium assay; P08173; CHO-hM4 cells, ACh EC80, Fluo-8 calcium fluorescence; inhibition, % at 3 µM; 0.73% of 360,000 active; AID 624125;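 active means inhibition above its plate's cutoff, the mean inhibition of sample wells plus 3 SD, cut at about 27% in these data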;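 further: 0% = acetylcholine EC80 with DMSO and 100% = DMSO without agonist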
M4 ag: agonists of human muscarinic M4 receptor (CHRM4) | P08173 | AID 624127 | CHO-K1 hM4/Gqi5, Fluo-8 calcium fluorescence; vehicle 0%, full acetylcholine response 100% | 0.14% of 360,000 active | activation, % at 3 µM;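 active means activation above the run mean over all test wells plus 3 SD, cut at about 32% in these data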;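 further: peak over basal fluorescence ratio per well then scaled between controls; 0% = DMSO wells and 100% = acetylcholine at EC100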
M1 ag parental: M1 agonist counterscreen hit in parental CHO-K1 cells. 0.48% of 360,000 active. Fluo-8 calcium fluorescence; scaled to maximal ATP response, vehicle zero. activation, % at 3 µM; in the data active means activation above about 15%;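 further: untransfected CHO-K1 host cells lacking M1 receptor as counterscreen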
OXTR potentiator: potentiators of human oxytocin receptor. P30559. CHO-OTR cells, Fluo-8 calcium fluorescence, potentiator mode; 0% = oxytocin EC15, 100% = EC100. activation, % at 3 µM. 0.061% of 320,000 active. AID 2445;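 active means activation above that plate's cutoff, the mean activation of tested compounds plus 3 SD, cut at about 6.6% in these data, passing the limit was not always enough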;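 further: 100% uses oxytocin at 75 nM as the full agonist control; some results filed as inactive read as strong as hits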
Target sequence (P30559 whole entry, looked up): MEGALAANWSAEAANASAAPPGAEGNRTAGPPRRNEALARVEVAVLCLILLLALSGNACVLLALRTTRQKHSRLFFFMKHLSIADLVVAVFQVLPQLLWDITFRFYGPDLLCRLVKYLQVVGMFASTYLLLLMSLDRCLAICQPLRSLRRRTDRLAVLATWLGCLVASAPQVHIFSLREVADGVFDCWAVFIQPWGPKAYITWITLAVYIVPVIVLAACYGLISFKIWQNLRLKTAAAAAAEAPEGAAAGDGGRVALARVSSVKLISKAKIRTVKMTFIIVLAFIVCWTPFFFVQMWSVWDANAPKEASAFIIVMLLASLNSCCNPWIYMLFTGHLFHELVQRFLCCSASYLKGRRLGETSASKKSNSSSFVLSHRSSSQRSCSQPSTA
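test system = CHO-OTR cells, human receptor | compound = single-point 3.0 µM | schedule = 6 min compound pre-incubation at room temperature, 100 s kinetic read | signal = Fluo-8 no-wash calcium dye fluorescence, excitation 470-495 nm, emission 515-575 nm | repeats = single well per compound, singlicate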
M1 ag: activates human CHRM1 receptor; AID 588814; 0.33% of 360,000 active; activation, % at 3 µM; P11229; CHO-K1 hM1, Fluo-8 calcium fluorescence, agonist mode; 0% DMSO, 100% acetylcholine EC100;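 active means activation above the run's mean compound activation plus 3 SD, cut at about 16% in these data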;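 further: peak over basal fluorescence ratio within a 140 s kinetic read after compound addition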
Target sequence (P11229 whole entry, looked up): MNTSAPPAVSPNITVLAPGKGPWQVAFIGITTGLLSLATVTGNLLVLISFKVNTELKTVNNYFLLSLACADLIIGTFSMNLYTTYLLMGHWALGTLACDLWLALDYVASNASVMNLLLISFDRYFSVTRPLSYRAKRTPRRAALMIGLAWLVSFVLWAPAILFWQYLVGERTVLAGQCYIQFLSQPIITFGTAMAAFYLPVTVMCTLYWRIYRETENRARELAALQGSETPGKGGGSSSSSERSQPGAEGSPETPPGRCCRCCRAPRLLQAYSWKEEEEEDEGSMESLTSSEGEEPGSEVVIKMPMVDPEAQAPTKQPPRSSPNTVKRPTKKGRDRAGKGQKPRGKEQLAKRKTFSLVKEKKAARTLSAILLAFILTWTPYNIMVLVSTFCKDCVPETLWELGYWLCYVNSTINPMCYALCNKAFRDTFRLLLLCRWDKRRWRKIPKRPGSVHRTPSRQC
M1 PAM: human CHRM1 positive allosteric modulation | P11229 | CHO-K1 hM1, Fluo-8 calcium fluorescence, ACh EC20; 0% = ACh EC20, 100% = maximal ACh | activation, % at 3 µM | 0.088% of 360,000 active; in the data active means activation above about 19%, passing the limit was not always enough
CHRM1 antagonist: antagonists of human M1 muscarinic receptor; AID 588852; inhibition, % at 3 µM; 1.3% of 360,000 active; CHO-K1 hM1, Fluo-8 calcium fluorescence, ACh EC80 antagonist;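 active means percent inhibition above its own plate's cutoff, namely the mean of that plate's compound wells plus 3 SD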;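 further: peak over basal fluorescence ratio during 140 s after agonist addition; 0% = ACh EC80 plus DMSO and 100% = DMSO alone without agonist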
CHO parental Ca: signal in parental CHO cells, OX1R antagonist counter-screen; parental CHO-K1, ATP-induced calcium, Fluo-8 fluorescence; inhibition, % at 5.6 µM; 0.63% of 330,000 active; AID 463079;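 active means inhibition above that plate's mean sample inhibition plus 3 SD, cut at about 26% in these data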;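 further: 0% = ATP-challenged DMSO wells and 100% = DMSO wells without ATP; some compounds past the cut are filed as inactive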
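Test system: untransfected parental CHO cell line; also added: ATP stimulus; dosing: 5.6 µM, single dose; signal: calcium-sensitive Fluo-8 fluorescence; measure: percent inhibition of ATP-evoked calcium rise, normalized to controls; benchmarks: low control ATP plus DMSO, high control DMSO only; replication: one well per compound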
* hit, by the source's call; · = not tested or not shown.

entry	smiles	M1 PAM	M1 ag parental	M4 antag	M4 ag	CHO-K1 Ca antag	OXTR potentiator	CHO parental Ca	M1 ag	CHRM1 antagonist
1	Cc1cn(COC/C=C/c2ccccc2)c(=O)[nH]c1=O	-6	0.7	-7	5	-26	-6	0	-1	8
2	O=C(NCCN1CCN(c2ccccc2)CC1)C1CCN(S(=O)(=O)c2cccc3nonc23)CC1	4	2.4	1	3	-14	-3	-19	-6	-23
3	Cc1sc(NC(=O)/C=C/c2ccc(C(C)C)cc2)c(C#N)c1C	-5	-0.3	-9	1	4	-3	-13	-2	-5
4	CCCN(C(=O)COC(=O)COc1c(C)cccc1C)c1c(N)n(Cc2ccccc2)c(=O)[nH]c1=O	8	3.5	1	1	-9	-15	-4	-4	-11
5	CCOC(=O)c1c(C)oc2ccc(OS(C)(=O)=O)cc12	4	-0.3	-2	0	-20	-1	-20	-4	-5
6	CC(=O)c1ccccc1NS(=O)(=O)c1ccc2c(c1)CC(=O)N2	-2	0.3	4	1	-5	-12	1	-8	5
7	COc1ccc(NC(=O)N2CCC(C(=O)c3ccc4c(c3)OCCO4)CC2)cc1	12	4.8	-8	5	-18	-2	-24	-3	-15
8	CC1Cc2[nH]c(=S)[nH]c(=O)c2C(C)O1 (stereo not given)	·	0.3	-13	2	-20	·	·	·	·
9	O=C1C[C@@H]2c3c(cccc3CN1Cc1ccc(Br)cc1)C[C@@H](O)[C@H]2O	4	3.7	-5	11	-14	·	·	-1	-2
10	COc1ccccc1NC(=O)C1CCCN(C(=O)Nc2ccc(F)cc2)C1 (stereo not given)	8	0.5	-8	2	-1	2	-24	-6	-2
11	CC(=O)c1cccc(NC(=O)Nc2cccs2)c1	1	1.3	2	3	26*	-21	-17	5	2
12	COc1cccc(-c2cccc(NC(=O)C3CCN(Cc4cccc(C)n4)CC3)c2)c1	2	-0.3	2	2	1	3	-14	-6	2
13	COCCn1c(=S)[nH]c2cc(C(=O)NCCc3ccccc3)ccc2c1=O	0	4.0	-5	2	-24	-10	-12	0	-2
14	CC(C)(C)C1CCc2nc(NC(=O)Cc3cn4ccsc4n3)sc2C1 (stereo not given)	8	0.5	-2	1	-1	-12	-28	1	-13
15	CC1CCN(C(=O)c2cccc(S(=O)(=O)N3CCCc4ccccc43)c2)CC1	-1	0.8	5	1	0	-3	-28	-2	3
16	COc1ccc(C(=O)Nc2cnc3sc(C)nn3c2=O)cc1	-8	0.4	5	1	-3	-5	5	-4	17
17	O=c1n(-c2ccccc2)c(=O)n(Cc2ccccn2)n1Cc1ccccn1	4	0.7	2	3	-5	-10	-1	-2	-4
18	CCOC(=O)CSc1nc(N)cc(=O)[nH]1	3	0.4	-7	1	-10	-9	9	-4	-11
19	CC(Nc1cc(=O)n(C)c(=O)[nH]1)c1ccccc1 (stereo not given)	2	0.2	-3	0	3	4	-27	-4	2
20	CCOC(=O)C1=C(C)NC(=O)NC1c1c(O)ccc2ccccc12 (stereo not given)	15	1.0	-1	0	-5	-1	-13	1	-17
21	CCC(=O)Nc1ccc(S(=O)(=O)c2ccc(NC(=O)CC)cc2)cc1	-1	0.9	3	1	-7	-3	-2	-4	3
22	CN(CC(=O)NC(=O)NC1CCCCC1)c1ccccc1	-12	-0.1	5	0	-5	-5	-20	-6	13
23	c1cncc(-c2nnc(SCc3nc4ccccc4[nH]3)o2)c1	6	1.3	-4	4	-19	-5	-9	-3	-5
24	COc1ccc2cc3cc(C(=O)N4CCCCCC4)oc3nc2c1	2	0.9	-2	3	-10	-12	-10	-4	-10

Random excerpt: 3 records from the list, in no set order.
entry	smiles	M1 PAM	M1 ag parental	M4 antag	M4 ag	CHO-K1 Ca antag	OXTR potentiator	CHO parental Ca	M1 ag	CHRM1 antagonist
14	CC(C)(C)C1CCc2nc(NC(=O)Cc3cn4ccsc4n3)sc2C1 (stereo not given)	8	0.5	-2	1	-1	-12	-28	1	-13
5	CCOC(=O)c1c(C)oc2ccc(OS(C)(=O)=O)cc12	4	-0.3	-2	0	-20	-1	-20	-4	-5
19	CC(Nc1cc(=O)n(C)c(=O)[nH]1)c1ccccc1 (stereo not given)	2	0.2	-3	0	3	4	-27	-4	2

(more compounds)
entry	smiles	M1 PAM	M1 ag parental	M4 antag	M4 ag	CHO-K1 Ca antag	OXTR potentiator	CHO parental Ca	M1 ag	CHRM1 antagonist
25	COc1ccc([C@@H](NC(=O)OC(C)(C)C)C(=O)OC(C)(C)C)cc1	-9	-1.4	-7	0	-7	8	-21	-8	20
26	COc1ccc2c(=O)c3c(=O)n(-c4ccccc4)c(-c4ccco4)nc3oc2c1	16	7.7	-6	1	-5	-13	-10	-8	-10
27	COc1ccc(CCN2C(=O)CSC2c2ccc(OC)c(OC)c2)cc1OC (stereo not given)	7	0.4	-9	3	16	2	-1	1	-3
28	CCOC(=O)CNC(=O)c1ccc(C)cc1	12	0.3	1	1	-11	-7	-5	-2	-44
29	COc1ccc(NC(=O)COC(C)=O)cc1OC	1	-0.1	-8	1	-12	3	-1	-3	4
30	COc1ccccc1OC(C)C(=O)N1CC(=O)Nc2ccccc21 (stereo not given)	5	0.4	-7	2	-7	-2	12	-2	-7
31	O=C(CN1CCN(CC(=O)Nc2ccccc2Cl)CC1)Nc1ccc(F)c(F)c1	6	1.5	-14	3	-11	-7	-4	-4	-8
32	O=C(/C=C/c1cccs1)N1CCN(c2ccccc2)CC1	1	-0.2	-4	1	-3	-4	-3	-2	7
33	COc1ccc2[nH]c(=O)c(CN(C(=O)c3cccnc3)c3cc(C)ccc3C)cc2c1	5	1.5	-4	3	-18	-1	-17	-2	-14
34	CN1CCC(=NNC(=O)C(=O)Nc2ccccc2F)CC1	0	-0.1	-12	2	-5	-6	-5	-7	-4
35	CCOC(=O)C1CCN(C(=O)COc2ccc(Br)cc2C)CC1	-2	0.3	-2	1	23	-6	-18	-1	18
36	O=C(CN1CCN(c2ccc(O)cc2)CC1)Nc1ccc2c(c1)OCCO2	-1	4.3	-6	1	-6	-9	-14	-7	6
37	COc1ccccc1C(=O)CN1C(=O)NC2(CCc3ccccc32)C1=O (stereo not given)	9	0.5	-12	2	-8	-5	-12	2	-23
38	CCOC(=O)c1ccc(O)c(-n2cc3c(c2-c2ccccc2)c(=O)n(C)c(=O)n3C)c1	2	5.5	3	0	-4	·	·	-3	-16
39	Cc1nc2ccc(NC(=O)c3ccc(Br)o3)cc2s1	3	0.9	-13	2	-4	-1	-6	-2	-3
40	COc1ccc(/C=C2\SC(=S)N(NC(=O)c3csc4c3CCCC4)C2=O)cc1	-4	0.1	-5	0	14	-9	-11	0	-15

Structures shown so far that have fluorine, in the order listed:
entry	smiles	M1 PAM	M1 ag parental	M4 antag	M4 ag	CHO-K1 Ca antag	OXTR potentiator	CHO parental Ca	M1 ag	CHRM1 antagonist
10	COc1ccccc1NC(=O)C1CCCN(C(=O)Nc2ccc(F)cc2)C1 (stereo not given)	8	0.5	-8	2	-1	2	-24	-6	-2
31	O=C(CN1CCN(CC(=O)Nc2ccccc2Cl)CC1)Nc1ccc(F)c(F)c1	6	1.5	-14	3	-11	-7	-4	-4	-8
34	CN1CCC(=NNC(=O)C(=O)Nc2ccccc2F)CC1	0	-0.1	-12	2	-5	-6	-5	-7	-4

Other compounds follow.
entry	smiles	M1 PAM	M1 ag parental	M4 antag	M4 ag	CHO-K1 Ca antag	OXTR potentiator	CHO parental Ca	M1 ag	CHRM1 antagonist
41	CC(C)(C)N(Cc1ccccc1)C(=O)c1ccc2c(c1)OCCO2	-18	1.3	29*	3	11	-10	-34	-5	23
42	CC1(C)Cc2c(cnn2-c2ccccc2)C(=O)/C1=N\NC(=O)c1ccccc1	-5	-0.1	7	0	-3	3	0	-4	9
43	CCOC(=O)C(CCc1ccccn1)c1ccccc1 (stereo not given)	-2	-0.3	2	0	-14	·	·	-9	-2
44	CC1=C(C(=O)O)N2C(=O)C(NC(=O)c3ccccc3Cl)C2SC1 (stereo not given)	11	-0.1	4	-1	-9	-1	8	-2	-18
45	c1cc(CSc2nnc(-c3ccc4c(c3)OCO4)o2)ccn1	11	0.5	-5	2	8	-14	-17	-3	-7
46	Cc1cccc(C(=O)NNC(=O)c2ccccc2-n2cccc2)c1	1	0.2	-3	1	-3	-10	-13	-2	0
47	COc1cccc(C(=O)N2CCC(N3CC(C)OC(C)C3)CC2)c1 (stereo not given)	2	0.0	5	1	17	-5	-5	-9	-2
48	CN(C)c1ccc(/C=N/NC(=O)CCc2nc3ccccc3[nH]2)cc1	-4	1.7	1	1	-11	-1	-14	-5	9
49	CCCCn1c(=O)c2ccccc2n2c(=S)[nH]nc12	7	0.3	-5	1	-16	4	-8	-3	-4
50	Cc1ccccc1-n1nc(C)c2cc(C(=O)N3CCN(S(=O)(=O)c4ccc(Cl)cc4)CC3)sc21	10	1.0	17	0	-15	-13	-13	-2	-11
51	Cc1c(O)c2ccccc2oc1=O	22	1.2	-7	0	-15	4	-11	-1	-25
52	COc1ccc(C2N=C(Nc3ccc(C)cc3)Nc3nc(C)cc(=O)n32)cc1 (stereo not given)	7	-0.2	8	18	-10	-13	-4	-2	-5
53	Cc1cccc(NC(=O)CC2Nc3cccc4cccc(c34)NC2=O)c1 (stereo not given)	15	0.6	6	2	-12	-5	-17	-1	-9
54	CCOC(=O)Cn1nnnc1C(CC)N(Cc1cccs1)Cc1cc2ccc(OC)cc2[nH]c1=O (stereo not given)	10	0.9	17	0	-12	-6	-19	-1	-12
55	O=C(c1ccco1)N1CCCC(c2nc3c(nnn3Cc3ccccc3)c(=O)[nH]2)C1 (stereo not given)	14	7.2	6	0	0	4	-26	-4	-9
56	COC(=O)[C@@H]1C2CCC(C(=O)Nc3ccccc3)(CC2)[C@@H]1C(=O)OC	1	0.0	4	1	9	-2	-6	-2	-26
57	O=C(CCCC(=O)Nc1ccccc1Br)N/N=C/c1c(F)cccc1Cl	11	7.7	-22	11	-8	-4	-21	2	-18
58	O=C(NC1=NCCS1)C1CC(=O)N(c2ccccc2)C1 (stereo not given)	2	-0.1	12	0	-5	-2	-17	-5	-2
59	COc1ccccc1-c1nn(-c2ccccc2)cc1C(=O)NCC(c1ccco1)N1CCCC1 (stereo not given)	0	0.1	-9	0	2	1	-12	-9	11

An excerpt from above in order of the M4 antag value, highest first.
nr | SMILES | M1 PAM | M4 antag | M4 ag | OXTR potentiator | CHRM1 antagonist
58 | O=C(NC1=NCCS1)C1CC(=O)N(c2ccccc2)C1 (stereo not given) | 2 | 12 | 0 | -2 | -2
52 | COc1ccc(C2N=C(Nc3ccc(C)cc3)Nc3nc(C)cc(=O)n32)cc1 (stereo not given) | 7 | 8 | 18 | -13 | -5
53 | Cc1cccc(NC(=O)CC2Nc3cccc4cccc(c34)NC2=O)c1 (stereo not given) | 15 | 6 | 2 | -5 | -9
51 | Cc1c(O)c2ccccc2oc1=O | 22 | -7 | 0 | 4 | -25
59 | COc1ccccc1-c1nn(-c2ccccc2)cc1C(=O)NCC(c1ccco1)N1CCCC1 (stereo not given) | 0 | -9 | 0 | 1 | 11
57 | O=C(CCCC(=O)Nc1ccccc1Br)N/N=C/c1c(F)cccc1Cl | 11 | -22 | 11 | -4 | -18
